bIAP activator = increases bovine intestinal alkaline phosphatase activity. purified bovine IAP, CDP-star luminescence, 30 min; stronger effect = higher value; fold of DMSO-control signal, blank-subtracted. activation factor at 20 µM. 0.17% of 200,000 active;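 active = activation factor of 2 or more at 20 µM, a signal rise over negative controls twice the positive control's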
FLuc inhib CS = inhibits firefly luciferase, flagging false hits in luciferase inhibition screens. P08659. ATPLite firefly luciferase biochemical luminescence, 10 min. inhibition, % at 10 µM. 1.5% of 200,000 active. AID 1006;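 active = inhibition above about 50% when tested at 10 µM, limit read from the data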
Target sequence (P08659 whole entry, looked up): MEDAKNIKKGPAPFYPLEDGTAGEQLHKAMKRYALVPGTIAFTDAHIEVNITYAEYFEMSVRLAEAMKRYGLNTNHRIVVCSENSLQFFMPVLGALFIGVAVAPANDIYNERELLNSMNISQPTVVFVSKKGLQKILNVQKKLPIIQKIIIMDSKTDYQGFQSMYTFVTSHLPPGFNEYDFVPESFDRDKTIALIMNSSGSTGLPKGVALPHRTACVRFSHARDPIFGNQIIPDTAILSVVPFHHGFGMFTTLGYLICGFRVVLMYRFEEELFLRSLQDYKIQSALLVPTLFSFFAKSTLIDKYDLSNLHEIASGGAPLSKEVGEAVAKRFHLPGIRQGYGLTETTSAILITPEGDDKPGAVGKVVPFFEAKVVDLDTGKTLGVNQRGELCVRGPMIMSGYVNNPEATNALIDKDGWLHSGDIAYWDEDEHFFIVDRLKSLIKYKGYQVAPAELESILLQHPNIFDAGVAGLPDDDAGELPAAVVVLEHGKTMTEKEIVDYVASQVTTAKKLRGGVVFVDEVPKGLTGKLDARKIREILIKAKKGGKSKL
Lmaj promast = Leishmania major promastigote growth inhibition; Leishmania major promastigotes, resazurin fluorescence viability; 9% of 200,000 active; inhibition, % at 10 µM; in the data active = inhibition above about 50%;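 also: promastigotes grown with compound for 44 hours at 28 °C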
TNAP inh hi DEA = blocks human TNAP under high phosphate acceptor concentration | AID 1135 | inhibition, % at 20 µM | 0.03% of 200,000 active | purified TNAP, CDP-star luminescence, 1 M DEA;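 active = over 50% inhibition of tissue-nonspecific alkaline phosphatase at 20 µM in the single-dose screen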;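 also: plate controls were DMSO wells for no effect and EDTA-quenched wells as full inhibition for full effect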
TNAP act hiacc = TNAP (human) activation, high acceptor. AID 1136. 200,000 tested, under 10 active. purified TNAP, CDP-star luminescence, 1 M DEA, 30 min; stronger effect = higher value; 0 = EDTA background, 1 = DMSO-only activity. activation factor at 20 µM;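 active = activation factor at least 2 at 20 µM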
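Assay system: human TNAP; Input: enzyme diluted 1/800 final; Reagent: CDP-star luminogenic substrate at 100 µM final; Timing: 30 min, room temperature; Signal: luminescence; Evaluation: TNAP activation factor scaled between EDTA and DMSO control wells.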
FLuc stim CS = firefly luciferase counter-screen for stimulation assays. ATPlite luciferase biochemical, luminescence, 10 min; 0 = ATP-free wells, 1 = DMSO control. activation factor at 10 µM. 200,000 tested, under 10 active. AID 1027;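 active = luciferase activation factor, scaled between plate controls, of at least 2 with compound at 10 µM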
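System: Luciferase/luciferin detection reagent, cell-free biochemical luciferase assay | Medium: PBS buffer for ATP | Dosing: Test compounds dosed from 2 mM stocks in 100% DMSO | Timing: 10 min at ambient temperature | Signal: Luminescence measurement of luciferase light output | Evaluation: Luciferase activation, seen as luminescence increase over controls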
bIAP inh = intestinal alkaline phosphatase (bovine) inhibition. purified bovine IAP, CDP-star luminescence, 30 min. inhibition, % at 20 µM. 190,000 tested, under 10 active. AID 1019;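 active = over 50% inhibition of intestinal alkaline phosphatase at 20 µM in the single-dose screen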
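Incubation: 30 min reaction at room temperature / Material: purified bovine intestinal alkaline phosphatase (IAP) enzyme / Input: enzyme at 1/65,000,000 dilution / Dosing: 20 µM single dose / Signal: CDP-star luminescence signal / Reagent: CDP-star chemiluminescent phosphatase substrate, 30 µM final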
RAM network inh = yeast RAM network inhibition; S. cerevisiae dse1pr::URA3 reporter, 5-FOA growth OD615, 2 d; analog-sensitive cbk1-as2 kinase mutant strain; inhibition, % at 50 µM; 1.8% of 190,000 active;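 active = inhibition above a set limit, 3 SD over mean compound inhibition, cut at about 8.4% in these data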;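 also: 0% = DMSO-only wells with no growth and 100% = 10 µM 1-NA-PP1 full growth; inhibition rescues growth on 5-FOA so higher OD means more RAM inhibition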
TNAP inh no acc = TNAP (human) inhibition, acceptor-free conditions. 0.26% of 200,000 active. AID 1012. purified TNAP, CDP-star luminescence, 30 min. inhibition, % at 20 µM;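 active = tissue-nonspecific alkaline phosphatase inhibition above about 50% at 20 µM in the single-dose screen, limit read from the data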;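 also: 0% = DMSO negative control and 100% = EDTA positive control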
APP transl inh = APP translation inhibition | SH-SY5Y APP 5'UTR-luciferase reporter, luminescence | inhibition, % at 2 µM | 0.82% of 190,000 active | AID 1285;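 active = inhibition above a set limit, derived from the sample mean plus 3 SD, cut at about 45% in these data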; also: values of inactives mirror those of a sister screen read the other way
* marks the source's active call; other numbers are inactive results; & = joins results of further samples.

structure	bIAP activator	FLuc inhib CS	Lmaj promast	TNAP inh hi DEA	TNAP act hiacc	FLuc stim CS	bIAP inh	RAM network inh	TNAP inh no acc	APP transl inh
O=C(NC1CCCCC1)C(c1cccs1)N(C(=O)c1ccccn1)c1ccccc1 (stereo not given)	1	-5	48	-4	1	1	-1	9.5*	-20	-11
CC/C(=N/NC(=O)c1ccccc1)c1ccc(OCCN2CCOCC2)cc1	0.8	0	-5	-5	1.1	1	17	0.7	-4	-61
CC1(C)CC(=O)C(C=NCCCn2ccnc2)=C(O)C1	1	0	-2	-2	1	1	0	-0.7	-12	4
Cn1ncc(C#N)c1/N=C/N(Cc1ccccc1)Cc1ccccc1	0.9	-3	15	-6	1.1	1	11	1.6	-13	26
CC(=O)Nn1cnc2c(c1=O)C1(CCCC1)Cc1ccccc1-2	1	-2	-6	-5	1.1	1	3	2.3	-9	7
N#CCCN1CCN(S(=O)(=O)c2ccc(S(=O)(=O)N3CCCCCC3)cc2)CC1	0.8	-4	15	-4	1	1	20	1.6	-10	-18
COCCn1c(=S)[nH]c2cc(C(=O)N3CCN(Cc4ccc5c(c4)OCO5)CC3)ccc2c1=O	1	6	3	6	0.9	0.9	-1	3.6	1	-20
CCOC(=O)c1oc2ccccc2c1NC(=O)c1cc(OC)cc(OC)c1	1	-4	16	-9	1.1	1	-3	0.6	-10	3

The list continues.
structure	bIAP activator	FLuc inhib CS	Lmaj promast	TNAP inh hi DEA	TNAP act hiacc	FLuc stim CS	bIAP inh	RAM network inh	TNAP inh no acc	APP transl inh
COC(=O)c1cc(=O)n(Cc2ccc3c(c2)OCO3)c(=Nc2ccc(F)c(Cl)c2)s1	0.9	-3	100*	-3	1	1	15	3.1	-6	7
Cc1ccc(NC(=O)c2ccco2)c(NC(=O)CN2C(=O)c3ccccc3C2=O)c1	0.9	-3	-4	3	1	1	5	2.7	-2	-2
O=C(O)CSc1cccc2cccnc12	1&0.9	-2&-1	-3&-7	-5&-8	1.1&1.1	1&1	2&10	-0.5&1.7	-10&-15	-10&4
COc1ccc(C2=NN(C)C(=NCc3ccccc3)SC2)cc1	0.9	-6	12	-2	1	1.1	8	1.5	-9	6
Cc1ccnc(NC(=O)CCC(=O)N(CC(=O)NC2CCCCC2)CC2CCCO2)c1 (stereo not given)	1	-8	-4	-6	1.1	1.1	-4	0.3	-12	-4
COc1ccc2[nH]c(C)c(CCNC(=S)Nc3ccc(F)cc3)c2c1	0.7	1	32	-2	1	1	32	2.7	-8	-22
CC(=O)Nc1ccc(S(=O)(=O)N/N=C/c2ccc(C)s2)cc1	1	14	45	-2	1	0.9	-3	0.3	-9	-17
CCc1sc(N(C(=O)Cc2ccccc2)c2ccccc2F)nc1-c1ccc(C)cc1	1	-4	7	3	1	1	4	6.4	-9	-12

Additional records follow:
structure	bIAP activator	FLuc inhib CS	Lmaj promast	TNAP inh hi DEA	TNAP act hiacc	FLuc stim CS	bIAP inh	RAM network inh	TNAP inh no acc	APP transl inh
CCOc1ccc(N(CC(=O)NCC(C)C)S(C)(=O)=O)cc1	0.9	-9	-9	-3	1	1.1	11	-0.5	-9	8
O=C(Nc1ccc(S(=O)(=O)NC2CCCCC2)cc1)c1ccco1	1	-5	10	-1	1	1.1	-5	0.0	-7	12
O=C(NCC1CCCO1)c1ccc(NC(=O)C2CCCCC2C(=O)O)cc1 (stereo not given)	0.9	-7	-8	-1	1	1.1	6	1.7	-9	3
O=C(CNC(=O)c1ccco1)OCc1ccc(Cl)cc1	0.9	0	-2	1	1	1	9	1.8	-5	-10
COc1ccc(N(CC(=O)NCc2ccccc2)C(=O)Cn2nnc(-c3ccccc3F)n2)cc1OC	1.1	-2	-2	-4	1	1	-10	6.1	-7	14
O=C(CN1CCN(Cc2ccccc2)CC1)c1c[nH]c2ccccc12	1	-4	9	-2	1	1	2	0.7	-2	11
COC(=O)c1ccc(CSc2nnc3ccccn23)o1	1	-1	-1	-7	1.1	1	5	3.0	-10	8
CCCCC(=O)Nc1ccc(NC(=O)c2ccc(C)c([N+](=O)[O-])c2)cc1OC	1	-5	-2	-2	1	1	2	4.9	-20	1
O=C1c2cccnc2C(=O)N1c1ccccc1-c1ccccc1	0.9	-3	2	-5	1.1	1	6	1.6	-12	1
Cc1cc2n(n1)C(c1cn(-c3ccccc3)nc1C)Nc1c(C)cccc1-2 (stereo not given)	0.9	-6	29	-1	1	1.1	9	2.1	-9	-15

Structures from the list above containing an aryl methoxy group:
structure	bIAP activator	FLuc inhib CS	Lmaj promast	TNAP inh hi DEA	TNAP act hiacc	FLuc stim CS	bIAP inh	RAM network inh	TNAP inh no acc	APP transl inh
CCOC(=O)c1oc2ccccc2c1NC(=O)c1cc(OC)cc(OC)c1	1	-4	16	-9	1.1	1	-3	0.6	-10	3
COc1ccc(C2=NN(C)C(=NCc3ccccc3)SC2)cc1	0.9	-6	12	-2	1	1.1	8	1.5	-9	6
COc1ccc2[nH]c(C)c(CCNC(=S)Nc3ccc(F)cc3)c2c1	0.7	1	32	-2	1	1	32	2.7	-8	-22
COc1ccc(N(CC(=O)NCc2ccccc2)C(=O)Cn2nnc(-c3ccccc3F)n2)cc1OC	1.1	-2	-2	-4	1	1	-10	6.1	-7	14
CCCCC(=O)Nc1ccc(NC(=O)c2ccc(C)c([N+](=O)[O-])c2)cc1OC	1	-5	-2	-2	1	1	2	4.9	-20	1

Screens from PubChem BioAssay.
